# Screening data deposited in PubChem BioAssay by several laboratories.
# ERb SRC1 inh = inhibitors of ERβ-SRC1 coactivator interaction, primary screen, biochemical, TR-FRET, ERβ LBD, SRC-1 peptide | Estrogen receptor beta (Homo sapiens), Q92731 | TR-FRET ER-beta LBD / SRC1-Cy5 peptide binding; receptor agonist-loaded with 1 µM estradiol | inhibition, % at 25.6 µM | 86,000 compounds, 1.3% hits;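 active = compounds whose percent inhibition of the receptor-coactivator binding signal exceeds about 50% in the single-dose screen, limit read from the data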;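 note: 0% = receptor plus peptide wells without compound and 100% = peptide-only wells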
# F-actin modifier = modifiers of F-actin cytoskeleton organization, primary screen, imaging, HUVEC, phalloidin staining, high-content imaging; HUVEC TNFa F-actin phalloidin imaging; inhibition, % at 2 µM; 91,000 compounds, 0.18% hits; AID 836, 2007;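 active = inhibition above the batch mean plus 3 SD and confirmed as a hit by visual image inspection, cut at about 30% in these data, passing the limit was not always enough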; note: strong numbers were not always called active
# IL1B cytotox = cytotoxicity in IL-1B stimulated HUVEC, primary screen, cytotoxicity control for IL-1B NFkB translocation project, imaging, Hoechst nuclear count, IL-1B stimulus; 94,000 compounds, 0.41% hits; HUVEC cell count loss; cell count reduction, % at 2 µM;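 active = cell count reduction more than 3 SD above the screen-wide mean, cut at about 70% in these data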;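 note: normalized per plate to untreated control cells as the no-loss baseline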
# sEH inh = soluble epoxide hydrolase inhibitors, primary screen, biochemical, human sEH; Bifunctional epoxide hydrolase 2 (Homo sapiens), P34913; recombinant human sEH enzymatic activity assay; inhibition, % at 2 µM; 91,000 compounds, 0.34% hits; AID 707, 2007; in the data active = inhibition above about 80%; note: values of inactives mirror those of a sister screen read the other way; many of its hits are not listed in these tables
# Target sequence (P34913 whole entry, looked up): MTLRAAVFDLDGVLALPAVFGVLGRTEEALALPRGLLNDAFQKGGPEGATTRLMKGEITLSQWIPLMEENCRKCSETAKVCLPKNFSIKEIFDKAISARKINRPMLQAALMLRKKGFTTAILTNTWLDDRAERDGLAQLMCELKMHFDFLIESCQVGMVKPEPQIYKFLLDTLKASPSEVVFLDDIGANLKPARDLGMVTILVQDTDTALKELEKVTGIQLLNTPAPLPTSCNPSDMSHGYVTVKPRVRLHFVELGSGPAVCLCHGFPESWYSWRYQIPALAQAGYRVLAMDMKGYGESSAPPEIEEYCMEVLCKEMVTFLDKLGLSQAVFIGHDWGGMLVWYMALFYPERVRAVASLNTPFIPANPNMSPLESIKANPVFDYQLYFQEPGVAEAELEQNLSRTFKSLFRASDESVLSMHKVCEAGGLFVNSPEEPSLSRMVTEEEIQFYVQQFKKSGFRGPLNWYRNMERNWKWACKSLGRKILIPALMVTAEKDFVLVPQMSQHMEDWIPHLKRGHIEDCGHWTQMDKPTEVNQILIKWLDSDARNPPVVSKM
# sEH act = soluble epoxide hydrolase activators, primary screen, biochemical, human sEH | activation, % at 2 µM | Bifunctional epoxide hydrolase 2 (Homo sapiens), P34913 | 91,000 compounds, 0.04% hits | purified human sEH enzymatic activity, activator screen; in the data active = activation above about 37%; note: values of inactives mirror those of a sister screen read the other way
# Candida biofilm = clotrimazole potentiators killing Candida biofilms, primary screen, with clotrimazole, Alamar Blue. C. albicans biofilm + clotrimazole. inhibition, % at 6 µM. 85,000 compounds, 0.14% hits. AID 834, 2007;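 active = inhibition above 20%; inactive = inhibition below 20%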;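 note: preformed 24 hr biofilms exposed to compound for 48 hr; 0% = biofilm without compound and 100% = blank killed by clotrimazole plus chlorhexidine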
# VCAM1 TNFa inh = inhibitors of TNFa-induced VCAM1 expression, primary screen, imaging, HUVEC, TNFa stimulus, immunofluorescence; HUVEC TNFa-induced VCAM-1 immunofluorescence, high-content imaging; inhibition, % at 2 µM; 95,000 compounds, 0.48% hits; AID 802, 2007;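 active = inhibition above the batch mean plus 3 SD, with images confirmed as a hit by eye, cut at about 37% in these data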;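 note: 0% = TNF-stimulated DMSO wells and 100% = unstimulated control wells; not every result past the cut was called active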
# Smad3 inh = Smad3/FoxH1 peptide binding inhibitors, primary screen, biochemical, TR-FRET | Mothers against decapentaplegic homolog 3 (Homo sapiens), P84022 | 88,000 compounds, 0.29% hits | TR-FRET Smad3/Dy647-FoxH1 peptide binding, europium anti-His | inhibition, % at 25 µM;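 active = compounds that reduce the energy-transfer binding signal between the protein and its labelled peptide by more than half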;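 note: 0% = Smad3 plus labelled peptide maximal FRET and 100% = peptide-only background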
# Target sequence (P84022 whole entry, looked up): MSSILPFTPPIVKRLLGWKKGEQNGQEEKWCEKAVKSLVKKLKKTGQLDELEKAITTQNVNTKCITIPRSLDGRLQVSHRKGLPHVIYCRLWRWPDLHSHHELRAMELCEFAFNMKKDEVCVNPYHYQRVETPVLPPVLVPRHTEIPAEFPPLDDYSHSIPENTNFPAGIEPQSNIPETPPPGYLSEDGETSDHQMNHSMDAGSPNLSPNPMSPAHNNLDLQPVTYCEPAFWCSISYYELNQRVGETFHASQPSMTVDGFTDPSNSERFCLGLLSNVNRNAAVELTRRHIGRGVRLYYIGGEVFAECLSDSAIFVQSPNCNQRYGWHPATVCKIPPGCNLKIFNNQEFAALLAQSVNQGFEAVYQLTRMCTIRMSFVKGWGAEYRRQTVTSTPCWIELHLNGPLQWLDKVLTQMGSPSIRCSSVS
# TNFa cytotox = cytotoxicity in TNFa-stimulated HUVEC, primary screen, cytotoxicity control for VCAM1 expression modulator project, imaging, Hoechst nuclei count | cell count reduction, % at 2 µM | 93,000 compounds, 0.17% hits | HUVEC TNFalpha-stimulated, Hoechst cell count;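 active = cell count reduction exceeding the screen mean by over 5 SD, scaled to untreated wells per plate, cut at about 78% in these data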;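 note: cells counted after 24 h of TNF alpha exposure following the 1 h pretreatment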
# Numbers without * were called inactive; · = not tested or not shown; [ ] = remark or other dose. Some of the compounds tested; count on the stated rates, not on these rows.
SMILES,ERb SRC1 inh,F-actin modifier,IL1B cytotox,sEH inh,sEH act,Candida biofilm,VCAM1 TNFa inh,Smad3 inh,TNFa cytotox
CCN(Cc1nc2ccccc2c(=O)[nH]1)Cc1cc(=O)oc2cc(OC)ccc12,·,3,-22,-6,4,·,-5,·,-7
CCOC(=O)CSc1nnc(-c2ccco2)n1-c1ccccc1,5,-3,0,·,·,7,8,3,-7
Cc1ccc(C(=O)N/N=C2\SCC(=O)N2c2cc(C)ccc2C)cc1,7[fluorescence artefact?],13,-14,7,-2,4,12,2,-34
Cc1nn(C)cc1CNC(=O)Nc1ccc(Cl)c(Cl)c1,-7,-4,-24,64,-63,7,1,8,-18
CCOCCCNC(=O)C1CCN(C(=O)Nc2ccc(C)cc2)CC1,4,13,-21,3,-3,10,9,2,-40
CCNC(=O)CN1C(=O)NC(CCc2ccccc2)C1=O (stereo unspecified),-2,-5,1,-12,13,3,5,3,-1
COc1ccc(S(=O)(=O)NCCC(=O)NC2CCCCCCC2)cc1,-4,-5,-10,45,-43,-8,-1,-9,9
CC(=O)N(Cc1cc(=O)[nH]c2ccccc12)c1ccc(C)cc1,1[fluorescence artefact?],45,-26,4,-5,-1,-9,7,-8
Cc1ccc(S(=O)(=O)CCC(=O)Nc2nccs2)cc1,-2,-4,-20,-7,6,7,1,23,-25
COc1cccc(C(=O)Nc2c3c(nn2-c2cccc(C)c2C)CS(=O)(=O)C3)c1OC,27,26,-96,2,-1,7,7,3,-42
COCCn1c(SCC(=O)N2CCCc3ccccc32)nnc1-c1ccco1,9,7,-12,1,-1,5,22,5,3
Cc1nc2ccc(S(=O)(=O)N(C)CC(=O)NCc3ccc4c(c3)OCO4)cc2s1,·,-6,6,8,-9,·,-10,·,-6
Brc1ccccc1Cn1c(-c2cncs2)nc2ccccc21,-1,13,-1,-6,4,8,7,-2,-27
O=C(CSc1nnc(-c2ccccn2)n1Cc1ccccc1)Nc1ccc2c(c1)OCO2,30[fluorescence artefact?],-4,-45,-8,8,-1,-12,-78,-27
CCOc1ccccc1OCCOc1ccc(F)cc1,·,23,-4,1,1,·,7,·,14
COc1cccc(CNC(=O)C2CCN(c3cnccn3)CC2)c1,-7,7,32,5,-4,-5,-10,2,-3
O=C(Cn1nnc(-c2ccccc2)n1)NCc1ccc2c(c1)OCO2,9,-18,4,-10,12,-6,18,-4,-10
N#Cc1nc(Cc2cccc3ccccc23)oc1N1CCOCC1,-1,-21,-4,-7,7,8,-6,-3,-12
O=C(N1CCOCC1)N1CCN(c2ccccn2)CC1,-18[fluorescence artefact?],19,-23,-7,8,7,11,3,-26
Cc1ccccc1CN1CCN(Cc2ccccc2C(F)(F)F)CC1,·,3,15,1,0,·,-37,·,2
O=C(c1ccc2c3c(cccc13)C(=O)N(O)C2=O)N1CCCCC1,0,1,-20,12,-13,7,-7,22,-10
CCCC1CCC(C2=N/C(=C\c3ccc(OC)c(OC)c3)C(=O)O2)CC1 (stereo unspecified),-9,-17,0,8,-6,10,1,4,5
CCOc1cc2[nH]c(=S)n(CCCN(CC)CC)c(=O)c2cc1OCC,-16,12,·,12,-11,4,19,-3,-16
Cc1cc(C)c2nc(N3CCCC(C(=O)N4CCC(C(N)=O)CC4)C3)sc2c1 (stereo unspecified),-10[fluorescence artefact?],·,0,2,-1,7,3,7,-17
Cn1c(NC(=O)c2ccccc2)c(-c2cccs2)c(=O)c2ccccc21,-6,9,33,-12,14,-2,5,-25,-8
CSCCC(NS(=O)(=O)c1cccs1)C(=O)NCc1cccs1 (stereo unspecified),4[fluorescence artefact?],-11,3,11,-9,3,-28,-7,·
O=S(=O)(NC1CCCCC1)c1ccc(F)c2ccccc12,-4,0,-4,1,-2,2,-3,12,-27
CN=C(C)C1=C(O)C(C(=O)OC)C(C)(C)CC1=O (stereo unspecified),-10,-24,-54,-5,3,5,-11,3,-15
Cc1ccccc1N1CCN(S(=O)(=O)c2ccccc2)CC1,-12,8,-16,0,1,6,-5,6,-20
COc1ccc(OC)c(NC(=O)c2[nH]c(C)c(C(C)=O)c2C)c1,0[fluorescence artefact?],12,-9,1,-3,-1,21,-14,-32
CCNC(=O)Cn1cnc2c1c(=O)n(C)c(=O)n2C,19,-4,-21,-8,5,9,0,-12,-1
CC(=O)Nc1ccc(S(=O)(=O)Nc2cccc(C(=O)NC(C)(C)C)c2)cc1,·,-14,-4,1,0,·,8,·,-14
CCc1[nH]nc2c1C1(CCN(C(=O)c3ccccc3)CC1)C(C#N)=C(N)O2,-2,-10,-13,15,-15,3,5,-4,-8
COC(=O)C1=NN(N=O)C2(CC(=O)N(c3cc(C)cc(C)c3)C2=O)C1 (stereo unspecified),-10,10,-8,-12,9,7,4,2,-26
c1nc(N2CCC3(CC2)OCCO3)c2c3c(sc2n1)CCCC3,-6,-5,-14,·,·,8,2,-5,-7
Cc1n[nH]c(C)c1S(=O)(=O)N(CC(=O)N1CCc2ccccc21)c1ccc(C(C)C)cc1,50*,-6,7,6,-7,4,16,8,-31
Fc1ccccc1CSc1nnc(-c2cccs2)o1,15[fluorescence artefact?],-18,-4,-12,13,6,3,-11,-11
COc1ccc(-c2nc3cc(NC(=O)Cc4ccc(OC)c(OC)c4)ccc3o2)cc1,16[fluorescence artefact?],·,-7,80*,-80,10,·,8,·
O=C(NCC(c1cccnc1)N1CCN(c2ccc(F)cc2)CC1)c1ccccc1 (stereo unspecified),-9,·,·,-1,1,2,·,5,·
CCOc1ccc(N2C(=O)CC(Sc3nc(C)cc(C)c3C#N)C2=O)cc1 (stereo unspecified),-3,2,-6,3,-5,4,3,34[fluorescence artefact?],-20

# Reprinted from the part before: 5 compounds, followed by the next part.
SMILES,ERb SRC1 inh,F-actin modifier,IL1B cytotox,sEH inh,sEH act,Candida biofilm,VCAM1 TNFa inh,Smad3 inh,TNFa cytotox
Cc1n[nH]c(C)c1S(=O)(=O)N(CC(=O)N1CCc2ccccc21)c1ccc(C(C)C)cc1,50*,-6,7,6,-7,4,16,8,-31
Fc1ccccc1CSc1nnc(-c2cccs2)o1,15[fluorescence artefact?],-18,-4,-12,13,6,3,-11,-11
COc1ccc(-c2nc3cc(NC(=O)Cc4ccc(OC)c(OC)c4)ccc3o2)cc1,16[fluorescence artefact?],·,-7,80*,-80,10,·,8,·
O=C(NCC(c1cccnc1)N1CCN(c2ccc(F)cc2)CC1)c1ccccc1 (stereo unspecified),-9,·,·,-1,1,2,·,5,·
CCOc1ccc(N2C(=O)CC(Sc3nc(C)cc(C)c3C#N)C2=O)cc1 (stereo unspecified),-3,2,-6,3,-5,4,3,34[fluorescence artefact?],-20
O=C(NCc1ccco1)C1CC(=O)N(c2ccc(O)cc2)C1 (stereo unspecified),31,-10,4,11,-11,2,10,22,3
COCC(=O)Nc1cc(C(=O)Nc2cccc(C)c2C)ccc1Cl,·,-3,4,-8,10,·,5,·,-9
Cc1cc(C)nc(SCCn2c(N3CCCCC3)nc3c2c(=O)n(C)c(=O)n3C)n1,-7,-8,-25,-1,2,3,10,-2,-11
O=C1NNC(=O)C2C3C=CC(C4CC34)C12 (stereo unspecified),3[fluorescence artefact?],·,-6,6,-10,-4,10,-11,-18
COc1cccc(OC)c1C(=O)N1CCN(Cc2ccncc2)CC1,-4,4,2,-3,1,6,8,19[fluorescence artefact?],-2
CCOc1cc(C2CC(=O)NC3=C2C(=O)C(C(=O)OC)C(C)C3)cc(Cl)c1O (stereo unspecified),·,6,-59,10,-12,·,10,·,-49
CC(=O)Nc1c(C(=O)N2CCOCC2)sc2nc3c(cc12)COC(C)(C)C3,-1,-29,-40,10,-6,1,-2,0,3
COc1ccc(/C=C2/C(=O)N(CC3CCCO3)C(=S)N2C)c(OC)c1 (stereo unspecified),·,3,-5,-1,4,·,0,·,-15
O=[N+]([O-])c1ccc(Cl)cc1Sc1nc2ccccc2o1,8,23,-23,2,1,6,9,-1,2
CCCn1nnnc1NC(=O)COc1ccc(Cl)cc1C,·,1,19,-36,37,·,-2,·,-10
Cc1cccc(-n2c(CCCN3C(=O)c4ccccc4C3=O)nc3ccccc3c2=O)n1,-11,-14,-12,-8,7,1,2,9,11
CCCCOc1ccc(-c2c(C#N)c(N)nc(SCC(N)=O)c2C#N)cc1,41[fluorescence artefact?],-73,-49,8,-8,1,21,5,3
CSc1ccc(NC(=O)N2CC(C)OC(C)C2)cc1 (stereo unspecified),-20[fluorescence artefact?],48,7,24,-25,-4,-8,-12,0
CCn1c(SCC(N)=O)nnc1-c1ccco1,-4,12,6,4,-2,1,-13,14,-21
O=C(Nc1ccccc1)N1CCN(c2nc3ccccc3s2)CC1,2,4,-5,-1,3,4,3,10,4
Cc1ccc(Cn2nc(C)c(NC(=O)C3CC3)c2C)cc1,-12,8,27,2,2,3,-10,2,-14
CCCOc1ccc(N2CC(C(=O)NC(C)C)CC2=O)cc1 (stereo unspecified),-5,-19,-11,18,-18,5,13,8[fluorescence artefact?],-30
CN(C)CCOC(=O)c1cccc(Br)c1,1,-33,-4,6,-12,0,-8,10,-13
O=C(Nc1cc2nn(-c3ccccc3)nc2cc1Cl)c1ccco1,30[fluorescence artefact?],6,-13,8,-5,-4,31,-6,13
CC(Cl)C(=O)NNc1cccc(Cl)n1 (stereo unspecified),·,-10,1,-4,2,·,23,·,-19
Cc1n[nH]c(C)c1Cc1ccc(C(=O)O)cc1,1,-5,-14,2,-3,4,2,8,4
CN(CCOC(=O)c1cccc(Br)c1)C(C)(C)C,16,-8,23,-15,16,1,23,-8,16
Cc1ccc(NC(=O)CCC(=O)O)cc1F,4,10,-25,-9,7,7,18,-3,2
Cn1c(=O)c2c(ncn2CC(=O)N2CCN(c3ccccc3F)CC2)n(C)c1=O,-5,25,-12,-9,8,4,-8,-11,-16
COc1ccc(N(C)S(=O)(=O)c2cccc3cccnc23)c(OC)c1,-4,55,-29,2,-2,5,-5,7,-8
O=C(NCCCN1CCCC1=O)NC1CCCCC1,4,14,2,24,-23,0,-6,-6,1
COc1cc2c(cc1OC)C(C)N(C(=O)c1cc3ccccc3o1)CC2 (stereo unspecified),6,·,-28,-2,4,8,-2,2,-45
N/C(=N\OC(=O)CCc1ccccc1)c1ccc(Br)cc1,·,-6,-121,2,-4,·,30,·,6
Cn1c(=O)c2c(nc(SCCN3CCOCC3)n2Cc2ccccc2)n(C)c1=O,1,1,-44,7,-6,2,6,-4,-12
O=C(NCc1ccco1)c1ccc(N2CCCC2=O)cc1,38,-4,-12,3,-3,0,-24,-18[fluorescence artefact?],-58
CCOc1ccccc1N1CCN(c2nc3ccccc3nc2C(C#N)C(=O)OC)CC1 (stereo unspecified),·,13,10,8,-5,·,4,·,-14
COc1cc(CCC(=O)N2CCN(S(=O)(=O)c3ccc(C)c(C)c3)CC2)cc(OC)c1OC,4,-16,-29,-6,4,2,11,-10,-13
O=C(OC(C(=O)NC1CCCC1)c1ccccn1)c1cccs1 (stereo unspecified),-12,-19,8,10,-10,1,5,5,-1
O=C(CCN1CCN(c2ccccc2)CC1)Nc1ccc(Cl)cc1,-12,25,-10,12,-7,7,-4,10,-30
CN(C(=O)c1ccno1)c1nnc(-c2cccnc2)s1,16,10,-12,·,·,2,9,-6,-17
